ERG Ets-DNA blk – blocks human ERG Ets domain binding to DNA; Potency, µM (top dose mostly 76.9 µM), inactives show at the top dose FP activity, negative = inhibition, most hits filed as inhibitors; 0.028% of 370,000 active; fluorescence polarization, His-ERG Ets domain / labelled DNA; AID 624246; P11308; active = well fitted inhibition curve with a large enough effect in the polarisation, with a control signal flat; inconclusive = small, poorly fitted or top-dose-only effect, or effect the other way, or a change in a side signal; inactive = no such curve, though single readings can be large or run the other way; the % refers to the polarisation;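 note: polarization taken with two DNA probes labelled with fluorescein and Texas red; potency is the fitted concentration of half-maximal effect; % of control where 0% means no effect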
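His-tagged ERG Ets domain (1 uM in the protein solution; 300mM KCl, 50mM Tris-HCl, 1mM EDTA, 1mM DTT, pH 7.5) received compound, then a probe mix of 5 nM fluorescein-DNA and 100nM Texas-615-DNA. Fluorescence polarization was read for both dyes.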
Pin1 inh – inhibitors of human Pin1; Q13526; Pin1 FP peptide displacement, HiFluor488, 10 min; Potency, µM (top dose mostly 115 µM), without a hit: at the top dose activity, negative = inhibition, most hits filed as inhibitors; 0.009% of 390,000 active; AID 504891; active = well fitted inhibition curve with a large enough effect in the polarisation, with a control signal flat, not every such curve was filed as active; inconclusive = small, poorly fitted or top-dose-only effect, or effect the other way, or a change in a side signal; inactive = no such curve, though single readings can be large or run the other way; the % refers to the polarisation; note: potency is the fitted concentration of half-maximal effect; % is set by controls: 0 for no effect and ±100 for the full control effect
Target sequence (Q13526 whole entry, looked up): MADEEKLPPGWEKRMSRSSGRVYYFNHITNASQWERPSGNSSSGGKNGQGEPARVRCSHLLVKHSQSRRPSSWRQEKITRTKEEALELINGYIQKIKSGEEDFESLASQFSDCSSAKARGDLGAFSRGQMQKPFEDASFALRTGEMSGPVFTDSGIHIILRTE
HP1b binding inh – inhibitors of HP1-beta chromodomain binding to methylated histone tails; P83916; AlphaScreen HP1-beta / biotin-H3K9me3 peptide binding; Potency, µM (highest dose often 114 µM), without a hit: at the highest dose activity change, negative = inhibition, actives largely listed as inhibitors; 0.56% of 390,000 active; AID 540317; note: potency is the fitted concentration of half-maximal effect; nearly all actives have a fitted effect of over 70% in size; inactives centre near 23
Target sequence (P83916 whole entry, looked up): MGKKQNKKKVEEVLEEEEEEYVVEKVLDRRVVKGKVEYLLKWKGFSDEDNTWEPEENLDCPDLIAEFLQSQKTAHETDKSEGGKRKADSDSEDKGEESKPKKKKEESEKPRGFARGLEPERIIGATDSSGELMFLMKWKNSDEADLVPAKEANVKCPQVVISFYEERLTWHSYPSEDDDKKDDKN
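Compound inhibition of the preformed complex between 50 nM HP1-beta and 50 nM biotinylated H3K9me3 peptide was read by AlphaScreen. Buffer was PBS pH 7.4 with 0.01% Tween-20. Incubations ran 30 min at room temperature, with 10 ug/mL donor/acceptor beads.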
BAZ2B block – BAZ2B (human) inhibition | AID 504333 | Potency, µM (titrated, usually from 114 µM), for the others: at the highest dose activity change, negative = inhibition, hits mostly inhibitors | AlphaScreen BAZ2B-H3K14Ac peptide displacement | 4.4% of 360,000 active | Q9UIF8; note: potency is the fitted concentration of half-maximal effect; % is set by controls: 0 for no effect and ±100 for the full control effect; nearly all actives have a fitted effect of over 60% in size
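AlphaScreen luminescence quantifies BAZ2B engagement of H3K14Ac peptide; the protein and biotinylated peptide are both at 50 nM final, buffer PBS pH 7.4 with 0.01% Tween-20, all steps at room temperature.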
PGK inhibitor – inhibitors of T. brucei phosphoglycerate kinase. P07378. PGK/GAPDH coupled, Kinase-Glo luminescence, 60 min. Potency, µM (series often up to 57.5 µM), for inactives: top-dose activity change, negative = inhibition, usual class: inhibitors. 0.043% of 380,000 active. AID 602233; note: potency is the fitted concentration of half-maximal effect; % is set by controls: 0 for no effect and ±100 for the full control effect; nearly all actives have a fitted effect of over 60% in size
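Luminescent ATP detection (Kinase-Glo Plus) follows a 60-minute room-temperature incubation, with wells lacking PGK as controls. Buffer: 100 mM TEA (pH 7.6), 5 mM MgCl2, 0.01% Tween-20. Coupling enzyme GAPDH (100 nM final) supplies unstable 1,3-BPG in-well.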
GLS inhibitor – inhibitors of human glutaminase (GLS). GLS enzymatic activity, qHTS titration. Potency, µM (series often up to 45.5 µM), inactives show at the top dose activity change, negative = inhibition, usual class: inhibitors. 0.21% of 410,000 active. O94925; note: potency is the fitted concentration of half-maximal effect; % is set by controls: 0 for no effect and ±100 for the full control effect
Target sequence (O94925 whole entry, looked up): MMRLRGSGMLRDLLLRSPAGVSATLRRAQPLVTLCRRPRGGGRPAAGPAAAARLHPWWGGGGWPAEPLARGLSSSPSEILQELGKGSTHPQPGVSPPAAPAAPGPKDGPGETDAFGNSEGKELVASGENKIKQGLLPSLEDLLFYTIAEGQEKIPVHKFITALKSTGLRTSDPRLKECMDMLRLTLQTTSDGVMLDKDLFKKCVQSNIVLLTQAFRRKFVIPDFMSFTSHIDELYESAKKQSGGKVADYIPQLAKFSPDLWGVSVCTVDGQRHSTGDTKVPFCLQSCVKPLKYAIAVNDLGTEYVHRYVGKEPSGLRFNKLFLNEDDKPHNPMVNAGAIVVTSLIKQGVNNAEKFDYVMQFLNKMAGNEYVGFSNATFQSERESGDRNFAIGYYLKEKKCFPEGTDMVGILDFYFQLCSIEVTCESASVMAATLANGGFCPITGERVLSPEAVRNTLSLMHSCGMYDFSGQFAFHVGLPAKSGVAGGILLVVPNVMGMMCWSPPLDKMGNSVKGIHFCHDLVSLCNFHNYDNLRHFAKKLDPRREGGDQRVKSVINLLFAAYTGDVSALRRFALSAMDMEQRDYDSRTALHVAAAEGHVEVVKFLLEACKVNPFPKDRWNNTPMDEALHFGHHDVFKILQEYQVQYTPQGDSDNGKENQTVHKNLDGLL
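hKGA; 45 mM KH2PO4 pH 8.2 + 0.02% Tween-20; cpd via pin tool; 1 mM Gln soln; GluOx/HRP/Amplex Red; RT 30 min; fluor. t0 & final.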
JMJD2A Tudor – blocks the human JMJD2A Tudor domain. Potency, µM (top dose mostly 114 µM), for the others: at the highest dose activity change, negative = inhibition, actives largely listed as inhibitors. AlphaScreen JMJD2A-Tudor / H3K4me3 peptide binding. 4.4% of 390,000 active; note: potency is the fitted concentration of half-maximal effect; % is set by controls: 0 for no effect and ±100 for the full control effect; nearly all actives have a fitted effect of over 50% in size
PI4K2A block – inhibitors of human PI4K2A; Q9BTU6; purified PI4K2A, ADP-Glo luminescence, 1 h; stronger effect = lower value; activity change, negative = inhibition, % at 76.9 µM; 0.13% of 420,000 active; AID 1346378; in the data active = activity change below about -50%; inconclusive = mostly about -30% to -49%;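 note: -100% = wells without enzyme as full effect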
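PI4K2A activity was measured by ADP-Glo luminescence: enzyme (4 ug/mL stock) and phosphatidylinositol (1.2 mM stock) in Tris pH 7.5/MgCl2/EGTA/Triton X-100 buffer were reacted with ATP (300 microM stock) for one hour at ambient temperature.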
G9a inh – blocks human histone lysine methyltransferase G9a. Q96KQ7. G9a H3K9 monomethylation, AlphaScreen, 2 h. Potency, µM (highest dose often 102 µM), inactives show at the top dose activity, negative = inhibition, usual class: inhibitors. 8.8% of 350,000 active. AID 504332; note: potency is the fitted concentration of half-maximal effect; % is set by controls: 0 for no effect and ±100 for the full control effect; nearly all actives have a fitted effect of over 75% in size
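AlphaScreen detection with an anti-monomethyl H3K9 antibody quantified product after a 2 h room-temperature reaction containing 500 nM biotinylated H3K9 peptide, 20 µM SAM and 20 nM enzyme, which had been preincubated 15 min with compound.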
Numbers without * were called inactive; [ ] = dose if it differs, or a comment. Unless noted, calls come from the whole dose curve; as a rule, active = well fitted curve in the direction sought with a large enough effect; inconclusive = small, poorly fitted or top-dose-only effect, or another doubt; inactive = no such curve, though single readings can be large; an effect the other way counts as inactive or inconclusive.

For Cn1c(=O)c2c(n3c4ccccc4nc13)NC(=O)CC2c1cccc(F)c1 (stereo not drawn) the results were ERG Ets-DNA blk -3%, Pin1 inh -3%, HP1b binding inh 37%, BAZ2B block 1%, PGK inhibitor -1%, GLS inhibitor 20%, JMJD2A Tudor -1%, PI4K2A block -4 and G9a inh 2%[59 µM].
CN(C)S(=O)(=O)N(CC(=O)N1CCN(c2ccccc2F)CC1)c1ccccc1 was read as ERG Ets-DNA blk -8%, Pin1 inh 3%, HP1b binding inh -11%, BAZ2B block -2%, PGK inhibitor -6%, GLS inhibitor 1%, JMJD2A Tudor -9% and PI4K2A block 5.
Screening CCCn1c2ccccc2c2cnn(CC(=O)NCCCOC(C)C)c(=O)c21 returned ERG Ets-DNA blk -1%, Pin1 inh 5%, HP1b binding inh 24%, BAZ2B block -7%, PGK inhibitor 0%, GLS inhibitor -12%, JMJD2A Tudor -9%, PI4K2A block 4 and G9a inh -12%[59 µM].
For Cc1ccc(-c2noc(COc3ccc4c(c3)OCO4)n2)cc1 the results were ERG Ets-DNA blk 11%, Pin1 inh 1%, HP1b binding inh 22%, BAZ2B block 4%, PGK inhibitor inactive, GLS inhibitor -18%, JMJD2A Tudor 5%, PI4K2A block 4 and G9a inh 8%[59 µM].
CCOc1ccccc1CNC(=O)CCCC(=O)n1nc(C)c2ccccc21 was read as ERG Ets-DNA blk 0%, Pin1 inh 1%, HP1b binding inh 25%[57 µM], BAZ2B block -6%[57.1 µM], PGK inhibitor 8%, GLS inhibitor 1%, JMJD2A Tudor -15%, PI4K2A block -10 and G9a inh 6%.
For O=C1CCCC(O)=C1N=Nc1ccc2c(c1)OCO2 the results were ERG Ets-DNA blk 1%, Pin1 inh 122%[activator], HP1b binding inh -30%, BAZ2B block inconclusive, PGK inhibitor -2%, GLS inhibitor 16%, JMJD2A Tudor inconclusive, PI4K2A block -28 and G9a inh 19%[59 µM].
`CCOc1ccc(CCNC(=O)c2ccc(CNS(=O)(=O)c3ccccc3)cc2)cc1OCC` gave ERG Ets-DNA blk 4%, Pin1 inh 0%, HP1b binding inh 27%, BAZ2B block 4%, PGK inhibitor -8%, GLS inhibitor 2%, JMJD2A Tudor -26%[57.1 µM], PI4K2A block -3 and G9a inh inconclusive.
For CCc1cc(=O)oc2c3c(c(Cl)cc12)OCN(Cc1cccc(OC)c1)C3 the results were ERG Ets-DNA blk 2%, Pin1 inh 3%, HP1b binding inh 40%[activator], BAZ2B block -7%, PGK inhibitor -4%, GLS inhibitor 25%, JMJD2A Tudor -21%, PI4K2A block -3 and G9a inh 3%[59 µM].
Screening COc1cc(C(=O)NCC(c2cccs2)N2CCOCC2)cc(OC)c1OC (stereo not drawn) returned ERG Ets-DNA blk -7%, Pin1 inh 6%, HP1b binding inh 18%, BAZ2B block -4%, PGK inhibitor inactive, GLS inhibitor -2%, JMJD2A Tudor -5%, PI4K2A block -7 and G9a inh 5%.
Cc1ccc(-c2cc(C(=O)NCc3cnn(C)c3C)c3ccccc3n2)cc1C was read as ERG Ets-DNA blk 7%, Pin1 inh 6%, HP1b binding inh 30%, BAZ2B block 0%, PGK inhibitor -1%, GLS inhibitor 3%, JMJD2A Tudor 0%, PI4K2A block 2 and G9a inh 5%[59 µM].
For COc1ccc2c(c1)CC[C@@H]1[C@@H]2CC[C@]2(C)C(=O)CC[C@@H]12 the results were ERG Ets-DNA blk 8%, Pin1 inh 2%, HP1b binding inh 25%, BAZ2B block -10%, PGK inhibitor 10%, GLS inhibitor -5%, JMJD2A Tudor 6%, PI4K2A block 3 and G9a inh 23%[59 µM].
For CCn1c(C)nnc1SCC(=O)NC1CCCC1 the results were ERG Ets-DNA blk 5%, Pin1 inh -1%, HP1b binding inh 12%, BAZ2B block 8%, PGK inhibitor -5%, GLS inhibitor -4%, JMJD2A Tudor -1%, PI4K2A block 1 and G9a inh -1%[59 µM].
For O=C(NCc1ccc(Cl)cc1)c1cc2ccccc2o1 the results were ERG Ets-DNA blk inconclusive, Pin1 inh -3%, HP1b binding inh 26%, BAZ2B block 3%, PGK inhibitor 4%, GLS inhibitor -8%, JMJD2A Tudor -5%, PI4K2A block -3 and G9a inh -26%[59 µM].
Cc1sc2ncnc(SCC(=O)c3ccc4c(c3)OCCO4)c2c1-c1ccccc1 was read as ERG Ets-DNA blk -4%, Pin1 inh 46%[activator], HP1b binding inh 21%, BAZ2B block 5%, PGK inhibitor -4%, GLS inhibitor 2%, JMJD2A Tudor -9%, PI4K2A block -4 and G9a inh 15%[59 µM].
`COCCn1c(SCC(=O)Nc2cc(Cl)ccc2OC)nc2c([nH]c3ccccc32)c1=O` gave ERG Ets-DNA blk -1%, Pin1 inh 16%, HP1b binding inh 44%[activator][57 µM], BAZ2B block 28%, PGK inhibitor inactive, GLS inhibitor 0%, JMJD2A Tudor -10%, PI4K2A block 0 and G9a inh 11%[59 µM].
`COc1cc2c(cc1OC)CN(CC(=O)Nc1ccc(C)c(S(=O)(=O)N3CCOCC3)c1)CC2` gave ERG Ets-DNA blk -3%, Pin1 inh 2%, HP1b binding inh 31%, BAZ2B block inconclusive, PGK inhibitor inactive, GLS inhibitor -3%, JMJD2A Tudor -11% and PI4K2A block -5.
CC(C)OC(=O)CSc1nc(N2CCOCC2)c2c(c1C#N)CC(C)(C)OC2 was read as ERG Ets-DNA blk -4%, Pin1 inh -1%, HP1b binding inh -7%, BAZ2B block 1%, PGK inhibitor -3%, GLS inhibitor 0%, JMJD2A Tudor -12%, PI4K2A block -2 and G9a inh -2%.
`Cc1ccc(CNC(=O)C2CC(c3ccc([N+](=O)[O-])cc3)=NO2)cc1` (stereo not drawn) gave ERG Ets-DNA blk 3%, Pin1 inh -4%, HP1b binding inh 51%[activator], BAZ2B block -2%, PGK inhibitor -7%, GLS inhibitor 0%, JMJD2A Tudor -22%, PI4K2A block 2 and G9a inh 22%[59 µM].
COc1ccc(-c2cc(C(F)(F)F)nc(NCCc3ccccc3)n2)cc1 was read as ERG Ets-DNA blk -1%, Pin1 inh -5%, HP1b binding inh 185%[activator], BAZ2B block 133%[activator], PGK inhibitor -2%, GLS inhibitor -11%, JMJD2A Tudor 124%[activator], PI4K2A block -4 and G9a inh 230%[activator][59 µM].
O=C(N=Nc1c(O)n(Cc2ccccc2)c2ccccc12)c1ccncc1 was read as ERG Ets-DNA blk -1%, Pin1 inh -1%, HP1b binding inh 13%, BAZ2B block 35µM*, PGK inhibitor -10%, GLS inhibitor 3%, JMJD2A Tudor -26% and PI4K2A block 0.
For Fc1ccc(-c2nc3nc4ccccc4nc3n2Cc2ccco2)cc1 the results were ERG Ets-DNA blk -5%, Pin1 inh 12%, HP1b binding inh 18%, BAZ2B block -17%, PGK inhibitor -8%, GLS inhibitor 12%, JMJD2A Tudor -17%, PI4K2A block 4 and G9a inh -44%.
Screening COc1ccccc1CNC(=O)C1CCCN(S(C)(=O)=O)C1 (stereo not drawn) returned Pin1 inh -2%, HP1b binding inh 21%, BAZ2B block 5%, PGK inhibitor inactive, GLS inhibitor inconclusive, JMJD2A Tudor -3%, PI4K2A block -1 and G9a inh -4%[59 µM].
CCOC(=O)c1sc(NC(=O)CSc2nc(O)c(Cc3ccccc3)c(=O)[nH]2)nc1C was read as ERG Ets-DNA blk -7%, Pin1 inh -3%, HP1b binding inh 13%, BAZ2B block -16%, PGK inhibitor -7%, GLS inhibitor 16%, JMJD2A Tudor -13%, PI4K2A block -2 and G9a inh 50µM*.
COc1ccc(OC)c(-n2c(O)cnc2Nc2nc(C)cc(C)n2)c1 was read as ERG Ets-DNA blk 2%, Pin1 inh 0%, HP1b binding inh 11%, PGK inhibitor -9%, GLS inhibitor 5%, JMJD2A Tudor inconclusive, PI4K2A block -6 and G9a inh -18%[59 µM].
For CC(NC(=O)C(c1ccccc1)c1ccccc1)C(=O)N1CCCCC1 (stereo not drawn) the results were ERG Ets-DNA blk 3%, Pin1 inh -1%, HP1b binding inh 38%, BAZ2B block -12%, PGK inhibitor -2%, GLS inhibitor 0%, JMJD2A Tudor -12%, PI4K2A block 0 and G9a inh 2%.
For COc1ccc(NC(=O)C(c2ccccc2)N(C)C(=O)/C=C\c2ccc3c(c2)OCO3)cc1 (stereo not drawn) the results were ERG Ets-DNA blk -16%, Pin1 inh 6%, HP1b binding inh 12%, BAZ2B block -16%, PGK inhibitor -2%, GLS inhibitor -5%, JMJD2A Tudor -28%, PI4K2A block 0 and G9a inh -41%[59 µM].
Screening O=C(CC1S/C(=N/N=C/C=C/c2ccccc2)NC1=O)Nc1ccc(Cl)c(Cl)c1 (stereo not drawn) returned ERG Ets-DNA blk -5%, Pin1 inh 19%, HP1b binding inh 39%, BAZ2B block -7%, PGK inhibitor 5%, GLS inhibitor 6%, JMJD2A Tudor -11%, PI4K2A block 2 and G9a inh -2%[59 µM].
Screening CN1C(=O)c2ccc(NC(=O)C3CCCCC3)cc2C1=O returned Pin1 inh 0%, HP1b binding inh 16%, BAZ2B block 14%, PGK inhibitor 8%, GLS inhibitor 17%, JMJD2A Tudor -1%, PI4K2A block 3 and G9a inh 20%.
`CCCc1nc(SCC(=O)NNC(=O)c2ccc(OC)cc2)c2ccccc2n1` gave ERG Ets-DNA blk -1%, Pin1 inh -8%, HP1b binding inh 52%[activator], BAZ2B block -6%, PGK inhibitor -6%, GLS inhibitor 6%, JMJD2A Tudor -12%, PI4K2A block -2 and G9a inh -1%.

Screening data deposited in PubChem BioAssay by National Center for Advancing Translational Sciences (NCATS).
